DT40 TDP1 CPT = growth inhibition of DT40 Tdp1-/-;hTDP1 cells with camptothecin (screen for TDP1 inhibitors); chicken DT40 Tdp1-/-;hTDP1 cells + 20 nM CPT, ATP luminescence, 48 h; Potency, µM (highest dose often 46.2 µM), without a hit: top-dose activity change, negative = growth inhibition, actives largely listed as inhibitors; 420,000 tested, 12% active; AID 686979; further: nearly all actives have a fitted effect of over 55% in size
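Cell growth measured by CellTiter-Glo luminescence after a minimum 48 h, 37 C compound exposure with 20 nM CPT in Tdp1-knockout DT40 cells stably expressing hTDP1, seeded 400/well; qHTS titration format.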
FEN1 inh = inhibitors of human flap endonuclease 1 | Potency, µM (titrated, usually from 114 µM), for inactives: at the highest dose activity change, negative = inhibition, actives largely listed as inhibitors | AID 588795 | Recombinant FEN1 flap cleavage, fluorescence, 15 min | P39748 | 390,000 tested, 0.35% active; further: nearly all actives have a fitted effect of over 65% in size
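Concentration–response screening of FEN1 (10 nM): 15 min compound preincubation at room temperature, reaction started with 50 nM substrate and read at 0 and 15 min. Corrected, normalized data were fitted by a four-parameter Hill equation.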
KAT2A inh = inhibitors of human GCN5L2 histone acetyltransferase. 390,000 tested, 0.21% active. GCN5L2 HAT assay, ThioGlo1 CoA-SH fluorescence. Q92830. Potency, µM (series often up to 58.9 µM), for inactives: at the top dose activity change, negative = inhibition, actives largely listed as inhibitors
Target sequence (Q92830 whole entry, looked up): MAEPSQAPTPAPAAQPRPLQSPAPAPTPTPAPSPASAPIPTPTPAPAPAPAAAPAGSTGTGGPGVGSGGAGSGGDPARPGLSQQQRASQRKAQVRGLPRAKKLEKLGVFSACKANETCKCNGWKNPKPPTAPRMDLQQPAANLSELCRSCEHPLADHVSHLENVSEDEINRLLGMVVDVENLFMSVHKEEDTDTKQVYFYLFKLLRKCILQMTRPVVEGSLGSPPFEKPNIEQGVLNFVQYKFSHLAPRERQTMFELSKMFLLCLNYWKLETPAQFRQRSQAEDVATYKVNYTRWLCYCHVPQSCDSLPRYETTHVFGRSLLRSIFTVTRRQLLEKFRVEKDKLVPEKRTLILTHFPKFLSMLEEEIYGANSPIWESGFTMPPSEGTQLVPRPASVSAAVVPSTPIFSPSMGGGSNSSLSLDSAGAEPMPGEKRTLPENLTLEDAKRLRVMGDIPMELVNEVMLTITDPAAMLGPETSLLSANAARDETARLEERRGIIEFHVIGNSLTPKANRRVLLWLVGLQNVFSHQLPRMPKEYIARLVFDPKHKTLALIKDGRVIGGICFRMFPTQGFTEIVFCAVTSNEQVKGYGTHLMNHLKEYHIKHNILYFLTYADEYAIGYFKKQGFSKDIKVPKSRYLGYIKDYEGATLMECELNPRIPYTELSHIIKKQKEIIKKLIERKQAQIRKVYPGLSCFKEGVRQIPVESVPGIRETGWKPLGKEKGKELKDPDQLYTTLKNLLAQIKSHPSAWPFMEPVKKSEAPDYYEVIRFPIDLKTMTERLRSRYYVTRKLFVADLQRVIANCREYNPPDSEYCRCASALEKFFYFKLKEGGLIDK
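GCN5L2 (20nM final) in 50mM HEPES, 0.1mM EDTA pH 7.5, 0.01% Tween-20 was preincubated 15 min at room temperature with compound, then given ThioGlo1 (50uM), H3(1-25) peptide (75uM) and acetyl-CoA (70uM); CoA-thiol fluorescence (Ex340/Em540) was read at 0 and 20 min.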
* = called active by the depositor; u = inconclusive; x = no result given; & = joins results of further samples. The call rests on the fitted dose curve; in most records, active means well fitted curve in the direction sought with a large enough effect; inconclusive means small, poorly fitted or top-dose-only effect, or another doubt; inactive means no such curve, though single readings can be large; an effect the other way counts as inactive or inconclusive. On the % scale 0 is the no-effect control and ±100 the full control effect; potency means the concentration at half of the fitted maximal effect.

SMILES	DT40 TDP1 CPT	FEN1 inh	KAT2A inh
COc1ccc(S(=O)(=O)Nc2ccccc2C(=O)NCc2cccnc2)cc1	-7%	9%	-3%
Cn1c(C(=O)NC2CCCCC2)cc2c(=O)n(C)c3ccccc3c21	u	-5%	-4%
COc1cccc(C(=O)Nc2ccc(N3CCN(Cc4ccccc4)CC3)cc2)c1	u	3%	-6%
Cc1sc(NC(=O)Cn2nc(C(F)(F)F)cc2C)c(C(=O)OC(C)C)c1C	u	-2%	u
CCOc1ccc(Nc2oc(/C=C/c3cccc(OC)c3)nc2C#N)cc1	u	-12%	-4%
COc1ccc(CCNS(=O)(=O)c2ccc(OC)c(OC)c2)cc1OC	-3%	-7%	3%
CN(Cc1c(F)cccc1Cl)C(=O)c1cnc2ccccc2n1	u	-6%	0%
Cc1ccc(S(=O)(=O)CCC(=O)Nc2nnc(-c3ccccc3S(C)(=O)=O)o2)cc1	-20%	2%	-2%
CC1CCc2nc(NC(=O)CN3CCN(c4ccc(F)cc4)CC3)sc2C1 (stereo unspecified)	u	-24%	-8%
CN1/C(=C\C(=O)COC(=O)c2ccc([N+](=O)[O-])o2)C(C)(C)c2ccccc21	-11%	1%	-13%
Cc1ccc(NC(=O)c2nc(S(=O)(=O)Cc3ccccc3)ncc2Cl)cc1	1.5µM*	-15%	-5%
O=C(CCNS(=O)(=O)c1ccc2c(c1)CCN2C(=O)C1CC1)N1CCN(c2cccc(C(F)(F)F)c2)CC1	2.1µM*	1%	3%
CSCCC(NS(=O)(=O)c1ccc2[nH]c(=O)c(=O)[nH]c2c1)C(=O)O (stereo unspecified)	-1%	1%	-19%
COc1ccc(NC(=O)CSc2nnc(NC(=O)C3CC3)s2)cc1OC	0%	-4%	-4%
COc1ccc(C(=O)NC(C)c2nnc(SCC(=O)NC3CCCC3)n2C)cc1 (stereo unspecified)	-9%	0%	1%
Cc1cc(Sc2nc(NC(C)C)nc(NC(C)C)n2)nc(Cl)n1	1%	9%	-9%
CCn1c(O)c(N=Nc2ccc3ccccc3n2)c2ccccc21	u	-32%	-14%
CCOC(=O)C1(Cc2cccc(F)c2)CCN(CCCn2cccn2)CC1	u	-9%	-4%
Cc1ccc(CN2CC34C=CC(O3)C(C(=O)NCc3ccc5c(c3)OCO5)C4C2=O)cc1 (stereo unspecified)	5%	-12%	u
CCC(CC)C(=O)Nc1c2c(nn1-c1ccc(C)cc1)CS(=O)(=O)C2	-17%	14%	-13%
O=C(CCC1(C(=O)O)CCC(=O)NC1)NCc1ccccc1 (stereo unspecified)	-22%	5%	-2%
CCc1cccc(C)c1NC(=O)CN1C(=O)NC(CCc2ccccc2)C1=O (stereo unspecified)	1%	-6%	-6%
CCN(CC)S(=O)(=O)c1cccc(NC(=O)COC(=O)c2cc(=O)c3ccccc3o2)c1	-12%	-3%	-2%
CC(C)(C)C(=O)Nc1ccc(-c2nc3ccccc3s2)cc1	u	0%	-4%
COc1cc(OC)cc(C(=O)NCC(=O)OC2CCOC2=O)c1 (stereo unspecified)	-17%	-7%	2%
CC(CN1CCOCC1)OC(=O)C(C)(c1ccccc1)c1ccccc1 (stereo unspecified)	u	-10%	0%
O=C(COn1nnc2ccc(S(=O)(=O)N3CCOCC3)cc21)NCCc1ccccc1	0%	-1%	-25%
CCOc1ccc(C(=O)Nc2cc3c(cc2N2CCCC2)n(CC)c(=O)n3CC)cc1OCC	u	1%	-9%
CCOC(=O)c1c(CN2CCN(C)CC2)n(C)c2cc(Br)c(OC)cc12	u	-3%	-1%
COCCCNC(=S)NNC(=O)C1CC1c1ccc(C(C)(C)C)cc1 (stereo unspecified)	12µM*	-5%	-11%
O=C(c1ccccc1-c1nc(-c2ccc(F)cc2)no1)N1CCCC1	u	-7%	-3%
COC(=O)C(N)Cc1ccc(OC)c([N+](=O)[O-])c1 (stereo unspecified)	19%	3%	-7%
O=C(/C=N/O)NCCCN1CCCCCC1	-1%	-1%	-1%
c1ccc(C(Cc2nc(-c3ccccn3)no2)c2ccccc2)cc1	u	1%	-5%
CCN(c1ccc(NC(=O)COC(=O)c2cccs2)cc1)C(C)C	-9%	-11%	0%
COc1ccc(OCCSc2nc(N)cc(=O)[nH]2)cc1	-20%	16%	11%
CCc1ccc(-c2nc(CSCC(=O)NCc3ccccc3OC)c(C)o2)cc1	21µM*	-6%	-3%
CC=C1C2C=C(C)CC1(N)c1ccc(=O)[nH]c1C2 (stereo unspecified)	-19%	x	-13%
CC(=O)c1cccc(NC(=S)NCc2ccco2)c1	-19%	2%	22%
COCc1cc(/C=N\NC(=O)c2ccc(Cl)cc2)ccc1OC	24%	1%	-6%
CCOC(=O)CSc1nnc(CSc2nc(N)c3c(C)c(C)sc3n2)n1-c1ccccc1	0%	-6%	-4%
C#Cc1ccc([C@@H]2C=C(C(=O)OCC=C)O[C@H](OCC)[C@H]2CCCO)cc1	u	5%	-11%
CCOC(=O)N(C)OC(=O)Nc1ccc(Cl)c(Cl)c1	3%	-16%	-7%
Cc1ccsc1CNC12CC3CC(CC(C3)C1)C2	8%	-6%	-6%
Cc1cccc(Nc2nc3c(S(=O)(=O)c4ccccc4)nnn3c3ccccc23)c1	u	3%	0%

A draw from above in order of length of the SMILES, lowest first:
SMILES	DT40 TDP1 CPT	FEN1 inh	KAT2A inh
CC=C1C2C=C(C)CC1(N)c1ccc(=O)[nH]c1C2 (stereo unspecified)	-19%	x	-13%
COC(=O)C(N)Cc1ccc(OC)c([N+](=O)[O-])c1 (stereo unspecified)	19%	3%	-7%
CCOC(=O)CSc1nnc(CSc2nc(N)c3c(C)c(C)sc3n2)n1-c1ccccc1	0%	-6%	-4%

The results go on:
SMILES	DT40 TDP1 CPT	FEN1 inh	KAT2A inh
NC(=S)N/N=C1\CC(n2nnnc2-c2ccccc2)C2COC1O2 (stereo unspecified)	-19%	8%	16%
Cc1cccc(N=C2CCCC2C(=O)Nc2cccc(C)c2C)c1C (stereo unspecified)	-27%	1%	x
CC(=O)Nc1ccc(NC(=O)CSc2nc(=O)n(Cc3ccncc3)c3c2CCC3)cc1	14%	1%	-4%
CCN(CC)S(=O)(=O)c1ccc2oc(C(=O)NCC3COc4ccccc4O3)c(C)c2c1 (stereo unspecified)	u	-15%	-10%
Cc1ccc(/C=N/n2c(C3CCCCC3)n[nH]c2=S)o1	-11%	4%	-5%
COc1cccc(NS(=O)(=O)c2ccc3c(c2)CC(=O)N3)c1	-5%	-1%	-1%
CCN1C(C(=O)c2ccccc2)=C(NC(=O)c2ccc(Cl)cc2)c2ccccc2S1(=O)=O	u	-17%	-11%
COc1ccc(CNC(=O)CN(Cc2ccco2)C(=O)CNS(=O)(=O)c2ccc(C)cc2)cc1	3%	-9%	-1%
CC(=O)Nc1ccc(/C(C)=N/NC(=O)CN(c2ccccc2Br)S(C)(=O)=O)cc1	u	-5%	1%
CSC(=CC(=O)c1ccccc1)SC	-7%	3%	-13%
CO[C@]1(NC(=O)C(C(=O)O)c2ccc(O)cc2)C(=O)N2C(C(=O)O)=C(CSc3nnnn3C)COC21 (stereo partly specified)	-13%	x	-1%
COc1cccc(OCC(O)CN2CCN(CCN3C(=O)c4cccc5cccc(c45)C3=O)CC2)c1 (stereo unspecified)	u	u	-3%
O=C(O)c1cccnc1	4%&8%	-3%	0%
CC1CN=C(N(C(=O)Nc2ccccc2)C(C)c2ccccc2)S1 (stereo unspecified)	-13%	0%	-3%
C=CC[C@H](CC(=O)OC(C)(C)C)C(=O)OC[C@@H]1CCCN1C(=O)[C@@H](CC=C)CC(=O)N[C@H](CO)Cc1ccccc1	16µM*	18%	2%
O=C(C1CCN(S(=O)(=O)c2cccc3cccnc23)CC1)N1CCCC1	-7%	0%	-6%
Clc1ccc(OCCCCSc2ncccn2)cc1	-12%	2%	-1%
COc1ccc(OCC(=O)N/N=C(\CCC(=O)O)c2cccs2)cc1	3%	2%	-2%
CCOC(=O)c1c(NC(=O)CSc2nc(-c3ccccc3)cc(C(F)(F)F)n2)sc(C)c1C	-23%	-12%	1%
c1ccc(C[C@H]2CN=C(Nc3ccccc3)N2CC2CCCCC2)cc1	16µM*	11%	-9%
COC(=O)C1(C)NC(c2ccccc2OC)C2C(=O)N(c3ccccc3)C(=O)C21 (stereo unspecified)	-5%	-6%	-8%
CCOC(=O)N1CCN(S(=O)(=O)N2CCCC(C(=O)NC(C)c3ccccc3)C2)CC1 (stereo unspecified)	-24%	-18%	2%
CCOC(=O)c1cccc(NC(=O)CCc2c(C)nc3cc(-c4ccc(Cl)cc4)nn3c2C)c1	21µM*	10%	-10%
O=S(=O)(Nc1ccc(F)cc1)c1ccc(S(=O)(=O)N2CCOCC2)cc1	5%	8%	-2%
CC(C)Nc1nc(N(c2ccccc2)c2ccccc2)nc(-n2ccnc2)n1	-25%	-3%	-8%
COC(=O)[C@]1(C)N[C@H](CN(C)C(=O)C2CCCCC2)[C@@H]2C(=O)N(Cc3ccccc3)C(=O)[C@@H]21	-3%	-6%	-1%
COc1ccc(-c2noc(CCC(=O)NCc3ccco3)n2)cc1	-17%	-14%	-3%
O=C1C=CN2CCOCC2C1 (stereo unspecified)	5%	-8%	-2%
C#CCO[C@@H]1C[C@H](n2cnc3c(=O)[nH]c(NC(=O)C(C)C)nc32)O[C@@H]1CO	6%	6%	2%
COc1ccccc1NC1=C(Cl)C(=O)N(C2CCCCC2)C1=O	18µM*	-4%	-7%

Some of the entries above, set out differently:
> CSCCC(NS(=O)(=O)c1ccc2[nH]c(=O)c(=O)[nH]c2c1)C(=O)O (stereo unspecified)
  DT40 TDP1 CPT = -1%	FEN1 inh = 1%	KAT2A inh = -19%

> CCN(c1ccc(NC(=O)COC(=O)c2cccs2)cc1)C(C)C
  DT40 TDP1 CPT = -9%	FEN1 inh = -11%	KAT2A inh = 0%

> CC=C1C2C=C(C)CC1(N)c1ccc(=O)[nH]c1C2 (stereo unspecified)
  DT40 TDP1 CPT = -19%	FEN1 inh = x	KAT2A inh = -13%

> CC(CN1CCOCC1)OC(=O)C(C)(c1ccccc1)c1ccccc1 (stereo unspecified)
  DT40 TDP1 CPT = u	FEN1 inh = -10%	KAT2A inh = 0%

The list goes on.
SMILES	DT40 TDP1 CPT	FEN1 inh	KAT2A inh
CCCCN=C(N)N=C(N)N	u	x	-12%
COc1ccccc1NS(=O)(=O)c1cccc(NC(=O)c2nn(C)c(=O)c3ccccc23)c1	u	-5%	-11%
CCCCC(=O)Nc1nnc(-c2ccco2)o1	4%	-2%	4%
Cc1ccc(Sc2c(C)nn(C(=O)CNS(=O)(=O)c3ccc(F)cc3)c2C)cc1	5%	-19%	-12%
Cc1ccc(C2=NOC(c3nnc(-c4ccccc4)o3)C2)cc1 (stereo unspecified)	3%	5%	x
COc1ccc(-c2cc(C(=O)NNC(=O)c3csc(N4CCOCC4)n3)c3ccccc3n2)cc1	-26%	-6%	-3%
CCc1ccc(NC(=O)CC2C(=O)N(c3ccc(Cl)cc3)C(=O)N2C2CCCC2)cc1 (stereo unspecified)	u	40µM*	-11%
Cc1ccc(C(OCC(C)(C)C[N+](C)(C)C)c2ccccc2)cc1 (stereo unspecified)	5.8µM*	-6%	-18%
Cc1noc(C)c1-c1ccc2ncnc(NC3CC3)c2c1	u	x	-1%
O=C1NC(=O)N(c2ccc(Cl)cc2)C(=O)/C1=C/c1ccc2c(c1)CCN2Cc1ccccc1Cl	19%	-4%	x
Cc1cccc(N2CCN(C(=O)Cn3cnc4sc(C)c(S(=O)(=O)N5CCN(c6ncccn6)CC5)c4c3=O)CC2C)c1 (stereo unspecified)	16µM*	-1%	-4%
O=c1ccc(NS(=O)(=O)c2ccccc2)cn1Cc1ccc(Cl)c(Cl)c1	-17%	-3%	0%
CCOc1ccccc1C1CC(c2cccs2)=NN1S(C)(=O)=O (stereo unspecified)	u	10%	-15%
O=C(COC(=O)c1ccc2c(c1)S(=O)(=O)c1ccccc1C2=O)NC1CC1	-12%	-14%	4%
O=C(CNC(=O)C1CCCCC1)OCc1cc(=O)oc2ccc3ccccc3c12	u	2%	-8%

An excerpt from above, limited to KAT2A inh and DT40 TDP1 CPT:
canonical_smiles | KAT2A inh | DT40 TDP1 CPT
COc1ccc(-c2cc(C(=O)NNC(=O)c3csc(N4CCOCC4)n3)c3ccccc3n2)cc1 | -3% | -26%
CCc1ccc(NC(=O)CC2C(=O)N(c3ccc(Cl)cc3)C(=O)N2C2CCCC2)cc1 (stereo unspecified) | -11% | u
Cc1ccc(C(OCC(C)(C)C[N+](C)(C)C)c2ccccc2)cc1 (stereo unspecified) | -18% | 5.8µM*

Continued.
SMILES	DT40 TDP1 CPT	FEN1 inh	KAT2A inh
Cc1ccc(C2=NOC(=O)/C2=C\c2ccccc2)cc1	u	-4%	x
CCOC(=O)c1[nH]c(C)c(CCC(=O)NCc2cccc(C)c2)c1C	-21%	10%	-8%
Cn1cccc1C1(C(F)(F)F)NCCNC1=O (stereo unspecified)	1%	7%	1%
Cc1c(Cc2ccccc2)c(NCCCO)n2c(nc3ccccc32)c1C#N	21µM*	-5%	-7%
O=[N+]([O-])c1ccc(N2CCCCC2)s1	-22%	-1%	u

From PubChem BioAssay

The list is partial (hit frequency here may not be typical).
